# Screening data from PubChem BioAssay.
# tuberculosis growth = growth inhibition of non-replicating M. tuberculosis (AID 488890) | Mycobacterium tuberculosis non-replicating, growth inhibition; higher % means a stronger effect | inhibition, % at 25 µM; hits with a dose series show IC50 in µM | hit rate 0.39% among 320,000; in the data active = a potency from the dose series; inconclusive = inhibition mostly from about 82% at the one dose, without a potency; inactive = the rest, 99 in 100 with inhibition below about 76%;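 note: plate controls were DMSO cells for no effect and high antibiotic wells for full effect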
# Salmonella PhoP GFP = PhoP regulon inhibitors, Salmonella typhi PhoP promoter GFP reporter, confirmatory (AID 1850); Salmonella Typhi PhoP-promoter GFP reporter, fluorescence, 4 h; higher % means a stronger effect; inhibition, % at 50 µM, or IC50 in µM where a hit was titrated; hit rate 0.33% among 310,000; in the data active = a potency from the dose series; inconclusive = inhibition mostly from about 25% at the one dose, without a potency; inactive = the rest, 99 in 100 with inhibition below about 19%;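 note: 0% = induced wells with vehicle and 100% = uninduced wells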
# H37Rv inhibition = M. tuberculosis growth inhibition, HTS (AID 449762); M. tuberculosis H37Rv growth inhibition, 7H9 media; higher % means a stronger effect; one-dose inhibition, % at 25 µM; IC50 in µM for titrated hits; hit rate 0.59% among 330,000; in the data active = a potency from the dose series; inconclusive = inhibition above about 70% without an active follow-up result;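 note: bacterial growth assessed after seven days of incubation; strong numbers were not always called active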
# inhibitors of VEEV = inhibitors of VEEV TC-83 cytopathic effect, confirmation, Vero cells (AID 588727); Vero cells, VEEV TC-83 cytopathic effect inhibition; higher % means a stronger effect; inhibition, % at 20 µM; hits with a dose series show IC50 in µM; hit rate 0.13% among 350,000; in the data active = a potency from the dose series; inconclusive = inhibition mostly from about 14% at the one dose, without a potency; inactive = the rest, 99 in 100 with inhibition below about 12%; note: strong numbers were not always called active
# H1N1 NS1A inhibition = H1N1 influenza NS1A inhibitors, functional cell based assay (AID 504329). hit rate 0.3% among 340,000. inhibition, % at 12.5 µM; hits with a dose series show IC50 in µM. NS1A functional cell-based assay, percent inhibition; higher % means a stronger effect; in the data active = a potency from the dose series; inconclusive = inhibition above about 27% without an active follow-up result; note: strong numbers were not always called active
# inhibitors of VEEV 10K pilot screen = recorded beside inhibitors of VEEV, whose call it bears; inhibition, %; measured here: 10K pilot screen inhibition
# * hit, by the source's call; i = inactive; ? = inconclusive; / = not tested or not shown.
SMILES,tuberculosis growth,Salmonella PhoP GFP,H37Rv inhibition,inhibitors of VEEV,H1N1 NS1A inhibition,others
CC(=O)N1CCOc2ccc(S(=O)(=O)N3CCC(C(=O)Nc4ccc(C)c(C)c4)CC3)cc21,8%,9%,6%,4.2%,1%,
COC(=O)c1cc(NC(=O)C(C)c2ccc(CC(C)C)cc2)ccc1O (stereo not drawn),25%,0%,21%,2.3%,/,
COc1ccc2c(c1)C=C(C(=O)NCc1ccc(Cl)cc1)CO2,32%,4%,-5%,1.9%,6%,
COc1ccc(C2NC(=O)c3ccccc3O2)c(OC)c1OC (stereo not drawn),9%,-4%,-13%,i,6%,
CCOc1cc(C2c3c(oc4ccccc4c3=O)C(=O)N2c2nccs2)ccc1O (stereo not drawn),6%,-20%,10%,1.9%,-7%,
Cc1nn(C)c(C)c1S(=O)(=O)N1CCc2ccccc21,0%,0%,-4%,0.6%,-3%,
O=C(CC1C(=O)NCCN1Cc1ccc(F)cc1)NCCOc1cccnc1 (stereo not drawn),-23%,-4%,-9%,0.0%,4%,
O=C(COC(=O)/C=C/c1cccc(Cl)c1Cl)Nc1ccc2[nH]c(=O)[nH]c2c1,15%,/,15%,0.3%,5%,
CC1CCC(NC(=O)C2CCN(c3cnccn3)CC2)CC1 (stereo not drawn),11%,1%,14%,i,-18%,
CC(=O)CS(=O)(=O)c1ccc(Oc2ccc(S(=O)(=O)CC(C)=O)cc2)cc1,12%,2%,-6%,1.9%,-10%,

# 4 compounds out of the list, ordered by molar mass, ascending:
SMILES,tuberculosis growth,Salmonella PhoP GFP,H37Rv inhibition,inhibitors of VEEV,H1N1 NS1A inhibition,others
COc1ccc2c(c1)C=C(C(=O)NCc1ccc(Cl)cc1)CO2,32%,4%,-5%,1.9%,6%,
O=C(CC1C(=O)NCCN1Cc1ccc(F)cc1)NCCOc1cccnc1 (stereo not drawn),-23%,-4%,-9%,0.0%,4%,
O=C(COC(=O)/C=C/c1cccc(Cl)c1Cl)Nc1ccc2[nH]c(=O)[nH]c2c1,15%,/,15%,0.3%,5%,
CC(=O)CS(=O)(=O)c1ccc(Oc2ccc(S(=O)(=O)CC(C)=O)cc2)cc1,12%,2%,-6%,1.9%,-10%,

# (cont.)
SMILES,tuberculosis growth,Salmonella PhoP GFP,H37Rv inhibition,inhibitors of VEEV,H1N1 NS1A inhibition,others
Cn1nc(CC(=O)NC2CCCCCC2)c2ccccc2c1=O,/,0%,4%,1.1%,29%,
COc1ccc(C)cc1NC(=O)CSc1nc2ccccc2nc1N1CC(C)OC(C)C1 (stereo not drawn),-5%,-11%,-9%,7.0%,-3%,inhibitors of VEEV 10K pilot screen=3.6
N#Cc1ccccc1OCC(=O)OCC(=O)NC1CCCCC1,/,/,/,0.7%,-3%,
O=C(CCCN1CCOCC1)c1ccc2c(c1)OCCO2,15%,-1%,3%,0.2%,-15%,
COc1cccc(Cl)c1NC(=O)N1CCN(c2cc(C)nc3ccccc23)CC1,35%,2%,10%,?,7%,
CCCC1=Nc2cc(C(=O)NCCN3CCCC3)ccc2Sc2ccccc21,37%,0%,7%,5.5%,10%,
Cc1ccc(N(C(=O)c2csnn2)C(C(=O)NC2CCCCC2)c2cccnc2)cc1C (stereo not drawn),-20%,4%,-9%,i,7%,
Cc1ccc(C)c(C(=O)CC2(O)C(=O)N(C)c3ccccc32)c1 (stereo not drawn),-16%,-11%,0%,0.4%,-4%,
CCOC(=O)C[C@H]1c2ccc(C(F)(F)F)cc2S(=O)(=O)N1c1ccccc1,17%,-5%,-3%,i,6%,
CCOc1nc(N(C)C)nc(-n2nnc(C(C)=O)c2C)n1,/,-60%,-6%,1.1%,12%,inhibitors of VEEV 10K pilot screen=2.9
O=C(CCc1nnc(C2(c3ccc(Cl)cc3)CCC2)o1)N1CCCC1,-1%,2%,3%,i,-2%,
CC(C)c1cc2cc3ccc(=O)oc3cc2o1,20%,0%,-2%,i,-13%,
O=C(NCc1ccc(Cl)cc1)C1CCN(S(=O)(=O)c2cccc3nonc23)CC1,-4%,1%,6%,i,-6%,
O=C(NCc1ccc(Cl)cc1)c1cnccn1,68%,-1%,4%,1.3%,-2%,
Cc1ccc(N=C2NC(=O)c3cc([N+](=O)[O-])ccc32)cc1,-8%,-2%,9%,0.3%,-2%,
COc1cccc(C(=O)NCCS(=O)(=O)N2CCCCCC2)c1,-5%,10%,-12%,0.1%,-20%,
CCOc1ncccc1C(=O)Nc1ccc2c(c1)OCCO2,6%,/,9%,6.6%,-16%,
CCN1CCN(c2ccc(S(=O)(=O)N3CCOCC3)cc2NC(=O)CC(C)C)CC1,-2%,/,-4%,1.5%,-11%,
Brc1ccc(OCc2nc3ccccc3[nH]2)cc1,-7%,12%,-4%,0.1%,-14%,
COc1cccc2c1C(=O)c1c(O)c3c(c(O)c1C2=O)C[C@@](O)(C(C)=O)C[C@@H]3O[C@H]1C[C@H](N)[C@H](O)[C@H](C)O1,/,-75%,/,i,33µM*,
O=C1CN(C(=O)CCCc2c[nH]c3ccccc23)c2ccccc2N1,24%,2%,-2%,1.5%,16%,
CCn1nc(C)c(NS(=O)(=O)c2ccccc2)c1C,-4%,-1%,-2%,0.2%,-2%,
O=C(O)c1ccc2c(=O)n(Cc3ccccc3)c(SCc3ccc([N+](=O)[O-])cc3)nc2c1,1%,-5%,6%,i,-1%,
COc1ccc(Nc2ncc(C(=O)N3CCN(Cc4ccccc4)CC3)c3ccccc23)cc1,27%,5%,?,11%,1%,
CC1=C(C)CC(C(=O)N2CCN(Cc3ccccc3)CC2)C(C(=O)O)C1 (stereo not drawn),-1%,13%,-1%,0.4%,-2%,
O=C(O)CCN1C(=O)/C(=C\c2ccc(-c3nc4ccccc4s3)o2)SC1=S,51%,3%,-9%,8.7%,17%,
COC(=O)CCCC(=O)Nc1ccc(Cl)c(Cl)c1,?,-11%,?,i,1%,
CCOC(=O)CSC1=NC(=O)CS1,71%,3%,-4%,1.7%,12%,inhibitors of VEEV 10K pilot screen=0.2
CCN1C(=O)C2(C(C#N)=C(N)Oc3n[nH]c(C(C)C)c32)c2ccccc21 (stereo not drawn),17%,-5%,-11%,8.2%,1%,
O=C(CCCN1C(=O)/C(=C/c2ccccc2)SC1=S)Nc1cccc(O)c1,?,0%,52%,2.0%,13%,
O=c1c2ccccc2nc2n1CCc1c-2[nH]c2ccccc12,5%,23%,4%,i,-5%,
O=C(COC(=O)c1cccc([N+](=O)[O-])c1)NNC(=O)c1cccs1,11%,/,6%,1.8%,-2%,
COc1ccc(NC(=O)CSCC(=O)N(C)CC(=O)Nc2ccc(Cl)c(C(F)(F)F)c2)cc1,13%,6%,47%,3.2%,0%,
COc1ccc(NS(=O)(=O)c2ccc(NC(=O)c3ccc(N(C)S(C)(=O)=O)cc3)cc2)cc1,-9%,0%,7%,0.2%,-3%,inhibitors of VEEV 10K pilot screen=0.2
Cc1noc(C)c1S(=O)(=O)N1CCCC(C(=O)Nc2nccs2)C1 (stereo not drawn),/,-11%,-5%,0.6%,6%,
Cc1ccc(S(=O)(=O)N2CCCCC2)cc1NC(=S)NC(=O)c1ccco1,12%,-9%,-1%,i,-15%,
CCOc1ccc(Br)cc1/C=N/NC(=O)c1ccncc1,74%,0%,?,0.1%,-3%,
Cc1ccccc1CN(c1ccc(C(=O)N2CCN(C)CC2)cc1)S(C)(=O)=O,5%,-24%,-1%,i,/,
Cc1nc2ccccc2c(=O)n1/N=C/c1c(O)ccc2ccccc12,/,6%,10%,8.5%,-4%,
N#C/C(C(=O)c1ccccc1)=C1/CCCN1,-12%,-6%,0%,i,-5%,
O=C(NC1CCCC1)C(c1ccccn1)N(Cc1ccccc1F)C(=O)c1csnn1 (stereo not drawn),13%,7%,-2%,i,8%,
CC(=O)c1c(C)[nH]c(C(=O)COC(=O)c2cc(C)oc2C)c1C,-3%,/,-8%,9.5%,-5%,
CC(C)N1CCN(Cc2cn[nH]c2C2CCCCC2)CC1CCO (stereo not drawn),39%,-1%,-1%,0.4%,10%,
CCOC(=O)C1(S(=O)(=O)c2ccccc2)CCN(Cc2ccc(Cl)cc2)CC1,14%,-5%,-10%,i,5%,
CO/N=C/NC(=O)c1c(OC)ccnc1Oc1ccc(Cl)cc1,-7%,-11%,1%,0.0%,-6%,
CCN(CC(=O)N1CCOCC1)S(=O)(=O)c1ccc2ccccc2c1,-10%,-3%,1%,i,-5%,
COc1ccc(NC(=O)c2cc(C)cc(C)c2)cc1[N+](=O)[O-],9%,3%,2%,1.0%,3%,
Cn1c(=O)c2c([nH]c(=S)n2Cc2ccc(Cl)cc2)n(C)c1=O,-4%,-8%,-4%,2.4%,-1%,
COCCN(C(=O)c1ccco1)c1nnc(-c2ccc(F)cc2)s1,28%,8%,11%,3.0%,1%,
CNCC(=O)Nc1ccc(Cl)c(C(F)(F)F)c1,-1%,-2%,-8%,i,-7%,

# Retrieved by structure from the list above (4):
SMILES,tuberculosis growth,Salmonella PhoP GFP,H37Rv inhibition,inhibitors of VEEV,H1N1 NS1A inhibition,others
COCCN(C(=O)c1ccco1)c1nnc(-c2ccc(F)cc2)s1,28%,8%,11%,3.0%,1%,
CO/N=C/NC(=O)c1c(OC)ccnc1Oc1ccc(Cl)cc1,-7%,-11%,1%,0.0%,-6%,
CC(C)N1CCN(Cc2cn[nH]c2C2CCCCC2)CC1CCO (stereo not drawn),39%,-1%,-1%,0.4%,10%,
CCN(CC(=O)N1CCOCC1)S(=O)(=O)c1ccc2ccccc2c1,-10%,-3%,1%,i,-5%,

# Remaining list, next part:
SMILES,tuberculosis growth,Salmonella PhoP GFP,H37Rv inhibition,inhibitors of VEEV,H1N1 NS1A inhibition,others
O=C(CN1C(=O)NC2(CCCC2)C1=O)N1CCN(C(=O)c2ccco2)CC1,-1%,3%,-9%,0.7%,3%,
CCOCc1c(C(=O)N2CCN(CCOc3ccc(Cl)cc3)CC2)oc2ccccc12,/,/,/,6.1%,-1%,
COc1cccc(NC(=O)CCNS(=O)(=O)c2ccc(Br)s2)c1,-5%,-17%,8%,i,10%,
O=C(c1ccc(CN2CCc3ccccc3C2)cc1)N1CCc2ccccc2C1,14%,-19%,4%,0.7%,-4%,

# An unsorted share of the library; any-hit rate near 1.4%.
